# Compound activity from PubChem.
# CHT inh: inhibits the human high affinity choline transporter | Q9GZV3 | CHT-expressing cells, membrane potential dye, choline response; active compounds read low | B-score at 10 µM | hit rate 0.86% among 310,000 | AID 488975;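 active = B-score over 3 SD under the library average, and starting fluorescence ratio not unusually high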;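 note: choline stimulus applied at its EC90 after an EC20 pre-addition; B-score computed on integrated fluorescence ratio after choline addition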
# Target sequence (Q9GZV3 whole entry, looked up): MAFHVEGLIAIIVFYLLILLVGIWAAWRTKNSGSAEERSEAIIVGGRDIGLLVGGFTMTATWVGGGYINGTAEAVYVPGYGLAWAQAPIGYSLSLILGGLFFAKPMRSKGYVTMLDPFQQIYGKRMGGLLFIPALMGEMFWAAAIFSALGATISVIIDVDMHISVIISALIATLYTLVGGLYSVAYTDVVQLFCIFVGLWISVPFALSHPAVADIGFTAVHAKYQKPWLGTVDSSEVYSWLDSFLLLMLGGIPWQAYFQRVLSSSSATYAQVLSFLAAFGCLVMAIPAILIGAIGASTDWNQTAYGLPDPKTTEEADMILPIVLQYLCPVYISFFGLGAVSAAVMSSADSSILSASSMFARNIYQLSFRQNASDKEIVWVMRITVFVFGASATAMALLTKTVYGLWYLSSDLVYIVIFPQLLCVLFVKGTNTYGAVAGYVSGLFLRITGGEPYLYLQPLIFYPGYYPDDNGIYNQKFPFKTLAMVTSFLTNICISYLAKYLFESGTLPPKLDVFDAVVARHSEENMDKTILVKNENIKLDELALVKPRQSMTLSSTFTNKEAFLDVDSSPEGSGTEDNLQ
# Kir21 block: Kir2.1 (mouse) channel inhibition | HEK293-Kir2.1, FluxOR thallium flux fluorescence; active compounds read low | B-score at 10 µM | hit rate 0.85% among 310,000 | AID 1672;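 active = fluorescence ratio B-score at or below minus 3 SD of library scores, with starting-brightness B-score within 2 SD, cut at about -4.2 in these data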;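 note: channel flux triggered by added potassium and thallium sulfate stimulus; B-score of peak minus minimum fluorescence over baseline after thallium stimulus; more negative B-score means stronger Kir2.1 block with less thallium influx; some compounds called inactive have numbers as strong as hits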
# Target sequence (P35561 whole entry, looked up): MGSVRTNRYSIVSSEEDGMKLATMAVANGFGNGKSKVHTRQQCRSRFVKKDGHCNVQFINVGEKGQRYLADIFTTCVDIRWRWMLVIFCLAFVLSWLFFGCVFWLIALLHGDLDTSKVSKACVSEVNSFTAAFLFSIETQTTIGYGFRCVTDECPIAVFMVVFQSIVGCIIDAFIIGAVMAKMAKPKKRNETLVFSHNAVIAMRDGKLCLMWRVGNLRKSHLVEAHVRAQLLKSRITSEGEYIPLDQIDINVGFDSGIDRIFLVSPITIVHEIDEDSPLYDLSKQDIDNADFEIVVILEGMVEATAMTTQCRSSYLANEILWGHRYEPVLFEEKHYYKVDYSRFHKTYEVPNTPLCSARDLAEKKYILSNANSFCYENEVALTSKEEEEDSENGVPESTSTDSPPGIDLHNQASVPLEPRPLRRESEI
# An asterisk follows results filed as active; i = inactive; x = no result given.
SMILES,CHT inh,Kir21 block
COCCCN1C(=O)C(O)=C(C(C)=O)C1c1ccccn1 (stereo not given),i,-0.42
CCN(CC)CCOc1ccc2c(c1)C(=NNC(=O)c1ccccn1)c1cc(OCCN(CC)CC)ccc1-2,i,-0.53
O=[N+]([O-])C1C(c2ccccc2)=NOC1c1ccccc1O (stereo not given),i,0.03
O=C(NCc1ccccc1)c1onc(CSc2ccccc2)c1C(=O)NCc1ccccc1,i,0.15
CCOC(=O)C1CCN(c2ncnc3c2oc2ccc(Br)cc23)CC1,i,0.11
CC(C)OCCCn1c(SC(C)C(=O)NC2CC2)nc2ccccc2c1=O (stereo not given),i,-2.4
Cc1cc(=O)oc2c(N)c(O)ccc12,i,-0.54
Cc1ccc(NC(=O)c2ccc3ccccc3n2)cc1S(=O)(=O)N1CCOCC1,i,-0.5
CC(C)CC(=O)Nc1cccc2c1C(=O)N(c1ccccc1)C2=O,i,0.18
CN1CCN(C(=O)c2ccc(C3SCC(=O)N3Cc3ccco3)cc2)CC1 (stereo not given),i,0.69
CCn1c(CN2CCOCC2)nnc1SCC(=O)Nc1ccccc1Cl,i,-0.17
CNC(=S)N1CCN(c2nc(-c3ccc(Cl)cc3)cs2)CC1,i,-0.65
Cc1cccc(OCCCCN2CCNCC2)c1,i,-2.2
COC(=O)c1ccc(Cl)c(NC(=O)c2cccc([N+](=O)[O-])c2C)c1,i,0.8
O=C1C(=Cc2cccn2-c2ccccc2)C(=O)c2ccccc21,i,-0.18
N/C(=N\OC(=O)COc1ccc2ccccc2c1Br)c1ccccn1,i,-1.6
CCOC(=O)N1CCN(Cc2nc(N)nc(Nc3ccc(Oc4ccccc4)cc3)n2)CC1,i,x
N#C/C(C(=O)N1CCOCC1)=c1/s/c(=C\c2ccccn2)c(=O)n1-c1ccccc1,i,1.8
COc1cc(S(=O)(=O)N2CCCCCC2)ccc1Cl,i,0.08
O=C(C1CCCN(Cc2ccccc2[N+](=O)[O-])C1)N1CCCC1 (stereo not given),i,1.1
O=C(CCCC(=O)OCC(=O)c1ccc(F)cc1)Nc1cc(C(F)(F)F)ccc1Cl,i,-3
COc1cccc(CNC(=O)CCC2CCCN(C(=O)c3cccc(Cl)c3)C2)c1 (stereo not given),i,0.57
COc1ccc(/C=N/OCC(=O)N2CCCC2)c(OC)c1,i,1.1
O=C(NCCN1CCN(S(=O)(=O)c2ccc(F)cc2)CC1)C(=O)NCc1ccccc1,i,0.29
Cc1nc(CCN2C(=O)c3ccccc3C2=O)cs1,i,-0.4
SMILES,CHT inh,Kir21 block
O=C(Nc1ccc(NC(=O)c2cccs2)cc1)c1ccco1,i,1.6
O=C(Cn1nnc(-c2ccccc2-n2cnnn2)n1)N1CCCCC1,i,-0.99
O=C(CNC(=O)c1ccccc1)NC1(C(=O)NC2CCCCC2)CCCCC1,i,2.2
O=c1cc(-c2ccco2)nc(SCc2cccc(Cl)c2)[nH]1,i,0.36
O=C(NCc1cccnc1)NC1(C(F)(F)F)Oc2ccccc2O1,i,-0.89
Cc1ccccc1N(C(=O)CCC(=O)Nc1ccccn1)C(C(=O)NC(C)C)c1ccc(O)cc1 (stereo not given),x,0.02
C#CC[N+](C)(C)CC#Cc1ccccc1,i,0.05
COc1ccc(NC(=O)COC(=O)c2ccco2)c([N+](=O)[O-])c1,i,0.05
C=CCSc1nnc(NC(=O)COc2ccc3ccccc3c2)s1,i,0.33
CCOc1ccc2nc(N(CCN(C)C)C(=O)c3ccc4ccccc4c3)sc2c1,i,0.12
COc1ccccc1N1CCN(C(=O)c2noc(C(C)C)c2[N+](=O)[O-])CC1,i,0.4
CN(C)S(=O)(=O)c1ccc(C(=O)Oc2cc(=O)[nH]c3ccccc23)cc1,i,-0.08
CN(Cc1ccccc1)S(=O)(=O)c1ccccc1[N+](=O)[O-],i,0.48
COC(=O)c1ccc(SCc2cnc(Cl)s2)cc1,i,-0.91
COc1ccc(-c2nc(-c3ccccc3)c(-c3cc([N+](=O)[O-])ccc3C)[nH]2)cc1O,i,1.4
O=C(Nc1c(S(=O)(=O)c2ccc(Cl)cc2)csc1Br)c1ccccc1Cl,i,-0.16
Cc1cc([N+](=O)[O-])nn1CCCC(=O)Nc1cc(Cl)ccc1Cl,i,0.45
COC(=O)COc1ccc(S(=O)(=O)N2CCc3ccccc3C2)cc1C,i,-0.75
CCCNc1[nH]c(=O)n(C)c(=O)c1N=O,i,1.4
Cc1oc(C(=O)O)cc1COc1ccccc1Cl,i,2.3
O=C1CCC(=O)N1c1nc2nc(-c3ccccc3)cc(=O)n2[nH]1,i,-0.02
O=S(=O)(NCCc1cccs1)c1ccc(Br)cc1,i,-5.3*
N#CC(/C(=N/S(=O)(=O)c1cccs1)c1ccccc1)c1nc2ccccc2[nH]1 (stereo not given),i,-0.19
COc1ccc2[nH]cc(CCN=C3SCC(=O)N3C)c2c1,i,1.6
O=C(COc1cccc2ccccc12)N/N=C/C=C/c1ccccc1,i,-1.1

# Entries above that contain a thiophene ring, fused or not:
SMILES,CHT inh,Kir21 block
O=C(Nc1ccc(NC(=O)c2cccs2)cc1)c1ccco1,i,1.6
O=C(Nc1c(S(=O)(=O)c2ccc(Cl)cc2)csc1Br)c1ccccc1Cl,i,-0.16
O=S(=O)(NCCc1cccs1)c1ccc(Br)cc1,i,-5.3*
N#CC(/C(=N/S(=O)(=O)c1cccs1)c1ccccc1)c1nc2ccccc2[nH]1 (stereo not given),i,-0.19

# Next compounds follow.
SMILES,CHT inh,Kir21 block
CN(C)S(=O)(=O)c1cccc(NC(=O)COC(=O)CCOc2ccccc2)c1,i,0.56
CCOC(=O)c1cn(CC(=O)Nc2ccc(CC)cc2)nn1,i,1.2
CN1CCN(CCNC(=O)c2cc3c(=O)n(C)c4ccccc4c3n2C)CC1,i,0.29
O=C(NCCc1ccc(F)cc1)Nc1ccccc1,i,-1.4
COc1ccccc1NC(=O)C1=C(C)Nc2nc(-c3ccc(N(C)C)cc3)nn2C1c1ccncc1 (stereo not given),i,x
COC(=O)c1ccc(CSc2nc(C)nc3sc(C)c(C)c23)o1,i,0.14
O=C(CSc1ccccc1)NC1=NCCS1,i,-1.6
CC(=O)Nc1ccc(NC(=O)C2CCCN(S(=O)(=O)c3ccc(-n4cnnn4)cc3)C2)cc1 (stereo not given),i,-0.49
C/C=C/c1ccc(OCC(=O)OCC)c(OC)c1,i,1.4
COc1cc(OC)cc(C(=O)NNC(=O)c2ccc(-n3cncn3)c([N+](=O)[O-])c2)c1,i,-0.27
CCCCn1c(N)c(N(CCOC)C(=O)C2CCN(S(=O)(=O)c3ccccc3)CC2)c(=O)[nH]c1=O,i,2.2
CCCCNc1nc2ccccc2nc1Cl,i,1.1
CN(C1CCS(=O)(=O)C1)S(=O)(=O)c1ccc2ccccc2c1 (stereo not given),i,-2.9
O=c1ccc(-c2ccccc2)n[nH]1,i,0.51
O=C(CSc1nnc(-c2cccnc2)n1-c1ccc(F)cc1)NCc1ccc2c(c1)OCO2,i,-0.68
Cc1ccc(S(=O)(=O)c2c(N)n(-c3ccccc3)c3nc4ccccc4nc23)cc1,i,-0.38
O=C(/C=C\Nc1ccc2c(c1)OCO2)c1cccs1,i,-0.46
CCOC(=O)c1cnc(SCC(=O)Nc2cccc(OC)c2)nc1N,i,-0.03
CN1CCN(C2=C(Cl)C(=O)N(c3cccc(Cl)c3)C2=O)CC1,i,-0.22
COc1ccccc1C(=O)C1CCCN(C(=O)c2cccc(Cn3cccn3)c2)C1 (stereo not given),i,0.23
COc1ccc(N/C=C2\CCOC2=O)cc1,i,-1.1
CCC1Oc2ccccc2N(CC(=O)NC2CCCCC2C)C1=O (stereo not given),i,-0.42
Cc1oc2ccc(O)cc2c1C(=O)c1ccc(F)cc1,i,-0.24
Cc1cc(C)n(CCCO)c(=O)c1C#N,i,-0.1
COc1ccccc1N1CCN(C(=O)NCc2ccc(Cl)cc2)CC1,i,0.44
SMILES,CHT inh,Kir21 block
Cc1ccc2c(CC(=O)OCc3csc(C)n3)coc2c1,i,-0.63
O=C(O)CSc1sc(=S)sc1SCC(=O)O,i,0.24
CCCCn1c(N)c(N(CCOC)C(=O)c2ccc(N(C)S(=O)(=O)c3ccc(C)cc3)cc2)c(=O)[nH]c1=O,i,0.26
CCOc1ccc(C(=O)NC(=S)Nc2ccccc2N2CCCCC2)cc1[N+](=O)[O-],i,0.35
O=C(COc1cc(F)ccc1[N+](=O)[O-])NCCCc1ccccc1,i,-0.91
Nc1cc(OCC(F)(F)F)cc([N+](=O)[O-])c1,i,1.2
O=C(Nc1ccn(Cc2ccccc2)n1)c1cccc(F)c1,x,-0.4
COc1cc(/C=N/NC(N)=S)ccc1OCC(=O)Nc1ccc(C)cc1,i,-1.2
CCOc1ccc(-n2c(-c3ccccc3)c[n+]3c2CCC3)cc1,i,3.5
CCOC(=O)C1=C(O)C(=O)N(Cc2ccc(C(C)(C)C)cc2)CC1,i,-0.12
CCOC(=O)c1c(C)n(C)c2ccc(OC(=O)c3ccoc3)cc12,i,1.5
Cc1ccc(OCC(=O)N/N=C\c2c(C)n(C)c3ccccc23)c([N+](=O)[O-])c1,i,-1.3
Cc1ccccc1NC(=O)c1cc(S(=O)(=O)Nc2cccc(C(=O)O)c2)ccc1Cl,i,0
CCc1nc2ccccc2n1Cc1ccc(OC)c(OC)c1,i,-0.5
O=C(CCC1CCCC1)Nc1ccc(C(=O)NCc2cccnc2)cc1,i,-1.4
COc1ccc(NS(=O)(=O)c2ccc(S(=O)(=O)N3CCOCC3)cc2)cc1,i,-1.4
CCOC(=O)C1CCN(C(=O)c2ccc(Cl)c(S(=O)(=O)N3CCOCC3)c2)CC1,i,0.11
CC(C)Oc1ccc2ccccc2c1C=O,i,-1.7
O=c1oc2ccc3ccccc3c2cc1-c1nnc(-c2cccs2)o1,i,0.77
COc1cccc(NC(=O)/C=C/c2ccc([N+](=O)[O-])cc2)c1,i,0.16
O=C1[C@H]2[C@@H](c3ccc(F)cc3)N3C(=O)N(c4ccc(Br)cc4)C(=O)[C@@]3(Cc3ccc(Cl)cc3)[C@H]2C(=O)N1C1CCCCC1,i,-1.2
COCCn1c(CN2CCN(c3ccccc3)CC2)nc2c1c(=O)n(C)c(=O)n2C,i,1.7
O=C(Nc1cccc(NC(=O)c2ccc(Br)o2)n1)c1ccc(Br)o1,i,-0.01
COc1ccc(N2CCN(C(=O)CSc3nnc4n3C(C)(C)Cc3ccccc3-4)CC2)cc1,i,-0.1
COC(=O)c1cc(N=Cc2c(O)c3ccccc3oc2=O)cc(C(=O)OC)c1,i,1.2

# A stretch of the results above:
SMILES,CHT inh,Kir21 block
COCCn1c(CN2CCN(c3ccccc3)CC2)nc2c1c(=O)n(C)c(=O)n2C,i,1.7
O=C(Nc1cccc(NC(=O)c2ccc(Br)o2)n1)c1ccc(Br)o1,i,-0.01
COc1ccc(N2CCN(C(=O)CSc3nnc4n3C(C)(C)Cc3ccccc3-4)CC2)cc1,i,-0.1

# Later entries
SMILES,CHT inh,Kir21 block
Cc1noc(/C=C/N(C)C)c1S(=O)(=O)N1CCCC(C(=O)NC(C)c2ccccc2)C1 (stereo not given),i,-1.2
CC(C)(C)NC(=O)CSCc1c(Cl)cccc1Cl,i,-2
CS(=O)(=O)N1CCC(C(=O)N2CCN(c3ccc(F)cc3)CC2)CC1,i,0.65
COc1ccc(-n2ncc3c2CC(C)(C)CC3NC(=O)c2cnc(C)cn2)cc1 (stereo not given),i,2.2
O=C(Nc1cccc(Cl)c1N1CCCCC1)c1ccc(N2CCOCC2)c([N+](=O)[O-])c1,i,0.56
CCN(CCNC(=O)Cn1c(=O)sc2ccccc21)c1ccccc1,i,-0.83
CCCCNC(=O)/C=C1\Sc2ccccc2NC1=O,i,0.38
CCOC(=O)C1CCCN(C(=O)Cc2ccc(C)cc2)C1 (stereo not given),i,-0.64
S=C1SCN(Cc2cccnc2)CN1Cc1ccccc1,i,0.68
S=c1[nH]c2cc(-c3ccccc3)ccc2o1,i,1.7
Cc1ccc(C)c(NC(=S)N2CCC(N(C)CC3CCCO3)CC2)c1 (stereo not given),i,-0.18
O=C(Nc1ccc(C(=O)NCc2ccccc2Cl)cc1)C1=CSCCO1,i,-1.6
CC(=O)OC1=Cc2c(ccc3ccc(=O)oc23)OC1(C)C,i,-0.1
COc1ccc(NC(=O)c2cccs2)cc1OC,i,0.02
CNC(=O)c1sc(-c2ccccc2)nc1C,i,0.23
COc1ccc(-c2nc3ccccc3c(=O)n2N)cc1,i,1.3
CC(C)NC(=O)Cn1c(=O)cnc2ccccc21,i,1.6
Cc1ccc(C(=O)N/C(=C/c2ccc(-c3cccc([N+](=O)[O-])c3)o2)C(=O)NC(C)(C)C)cc1,i,0.16
Cc1ccccc1C(=O)c1c[nH]c(C(N)=O)c1,i,0.07
Cc1ccccc1OCCn1cc(C(=O)C(=O)N2CCOCC2)c2ccccc21,i,-1.1
CCC(C)c1ccc(NC(=O)COC(=O)C2=COCCO2)cc1 (stereo not given),i,-1
c1ccc(-c2ccc(-n3ccnc3)cc2)cc1,i,0.91
O=C1CCC(C(=O)N2CCN(c3cnccn3)CC2)CN1CCc1ccc(Cl)cc1 (stereo not given),x,0.92
CC[C@H](C)C(N)c1cn(C(CCCN=C(N)N)C(=O)N2CCNCC2)nn1 (stereo not given in full),i,x
COc1ccc(Sc2nc(-c3ccccn3)ncc2OC)cc1,i,0.63
COc1ccc2c(c1)O/C(=C\c1sccc1C)C2=O,i,0.78
COC(=O)c1ccc2nc(-c3cccc(N)c3)cn2c1,i,-1.1
CCN1CCOC(CC(=O)Nc2ccc([N+](=O)[O-])cc2)C1=O (stereo not given),i,-1.1
CCCSc1nc2sc3c(c2c(=O)[nH]1)CCN(Cc1ccccc1)C3,i,-4.2

# Quoted at random: two entries already listed
SMILES,CHT inh,Kir21 block
COc1ccc(Sc2nc(-c3ccccn3)ncc2OC)cc1,i,0.63
O=C(Nc1cccc(Cl)c1N1CCCCC1)c1ccc(N2CCOCC2)c([N+](=O)[O-])c1,i,0.56
